# Assay outcomes deposited in PubChem BioAssay by National Center for Advancing Translational Sciences (NCATS).
# Pin1 inh = inhibitors of human Pin1 | Q13526 | Pin1 FP peptide displacement, HiFluor488, 10 min | Potency, µM (top dose mostly 115 µM), for the others: top-dose activity, negative = inhibition, usual class: inhibitors | 390,000 compounds, 0.009% hits; active = well fitted inhibition curve with a large enough effect in the polarisation, with a control signal flat, not every such curve was filed as active; inconclusive = small, poorly fitted or top-dose-only effect, or effect the other way, or a change in a side signal; inactive = no such curve, though single readings can be large or run the other way; the % refers to the polarisation; note: % is set by controls: 0 for no effect and ±100 for the full control effect
# HP1b chromo inh = blocks HP1-beta chromodomain binding to methylated histone tails | P83916 | AlphaScreen HP1-beta / biotin-H3K9me3 peptide binding | Potency, µM (series often up to 114 µM), without a hit: top-dose activity change, negative = inhibition, most hits filed as inhibitors | 390,000 compounds, 0.56% hits; note: nearly all actives have a fitted effect of over 70% in size; inactives centre near 23
#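 HP1-beta protein (50 nM final) preincubated 30 min at room temperature with biotinylated H3(1-18)K9me3 peptide (50 nM) in PBS pH 7.4, 0.01% Tween-20, then compound added for 30 min. AlphaScreen streptavidin donor/nickel chelate acceptor beads (10 ug/mL final), 30 min dark, luminescence read.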
# JMJD2A Tudor = inhibitors of human JMJD2A Tudor domain | AlphaScreen JMJD2A-Tudor / H3K4me3 peptide binding | Potency, µM (titrated, usually from 114 µM), for inactives: top-dose activity change, negative = inhibition, actives largely listed as inhibitors | 390,000 compounds, 4.4% hits | O75164; note: % is set by controls: 0 for no effect and ±100 for the full control effect; nearly all actives have a fitted effect of over 50% in size
# Target sequence (O75164 whole entry, looked up, the tested form may be a part): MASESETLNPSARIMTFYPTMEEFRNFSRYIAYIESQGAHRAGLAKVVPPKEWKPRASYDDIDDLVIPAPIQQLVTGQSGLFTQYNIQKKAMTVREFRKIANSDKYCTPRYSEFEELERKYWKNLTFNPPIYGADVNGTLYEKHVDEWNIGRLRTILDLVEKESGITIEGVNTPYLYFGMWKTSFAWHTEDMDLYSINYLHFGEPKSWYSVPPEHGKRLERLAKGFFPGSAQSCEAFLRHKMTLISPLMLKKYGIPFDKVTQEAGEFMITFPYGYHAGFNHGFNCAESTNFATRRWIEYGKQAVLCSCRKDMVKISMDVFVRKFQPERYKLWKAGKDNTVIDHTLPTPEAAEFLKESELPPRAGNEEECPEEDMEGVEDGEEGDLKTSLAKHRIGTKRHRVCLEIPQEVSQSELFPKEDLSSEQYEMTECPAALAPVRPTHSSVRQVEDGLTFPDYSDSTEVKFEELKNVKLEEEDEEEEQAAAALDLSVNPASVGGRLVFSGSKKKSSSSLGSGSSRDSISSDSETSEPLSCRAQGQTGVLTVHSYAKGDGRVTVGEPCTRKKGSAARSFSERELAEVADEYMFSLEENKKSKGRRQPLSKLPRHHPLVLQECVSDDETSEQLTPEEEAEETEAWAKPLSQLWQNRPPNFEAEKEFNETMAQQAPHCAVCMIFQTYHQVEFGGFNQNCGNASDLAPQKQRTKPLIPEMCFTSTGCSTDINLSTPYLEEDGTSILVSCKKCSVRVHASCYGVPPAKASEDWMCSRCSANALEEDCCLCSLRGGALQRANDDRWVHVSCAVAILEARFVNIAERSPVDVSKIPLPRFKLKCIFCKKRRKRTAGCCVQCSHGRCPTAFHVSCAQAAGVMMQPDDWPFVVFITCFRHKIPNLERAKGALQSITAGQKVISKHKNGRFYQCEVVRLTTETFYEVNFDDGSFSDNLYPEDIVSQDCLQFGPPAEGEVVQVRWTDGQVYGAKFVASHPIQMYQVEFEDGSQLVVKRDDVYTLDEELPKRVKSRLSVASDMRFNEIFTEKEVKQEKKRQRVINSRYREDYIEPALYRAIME
# GLS inhibitor = glutaminase GLS (human) inhibition. O94925. GLS enzymatic activity, qHTS titration. Potency, µM (highest dose often 45.5 µM), inactives show top-dose activity change, negative = inhibition, usual class: inhibitors. 410,000 compounds, 0.21% hits. AID 624170; note: % is set by controls: 0 for no effect and ±100 for the full control effect
#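 hKGA in 45 mM KH2PO4 (pH 8.2), 0.02% Tween-20 with compound, then 1mM L-Glutamine (stock as added) plus glutamate oxidase/HRP/Amplex red coupling mix. Fluorescence read initially and after 30 min at RT; signal change reflects glutamate formation.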
# Tb PGK inh = inhibitors of T. brucei phosphoglycerate kinase; P07378; PGK/GAPDH coupled, Kinase-Glo luminescence, 60 min; Potency, µM (top dose mostly 57.5 µM), for the others: at the highest dose activity change, negative = inhibition, actives largely listed as inhibitors; 380,000 compounds, 0.043% hits; note: % is set by controls: 0 for no effect and ±100 for the full control effect; nearly all actives have a fitted effect of over 60% in size
#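 Recombinant glycosomal PGK reaction used 1,3-bisphosphoglycerate generated in-well by GAPDH (100nM final) in 100mM TEA pH 7.6, 5mM MgCl2, 0.01% Tween-20. After 60 minutes at room temperature, ATP was read by Kinase-Glo Plus luminescence end-point.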
# ALOX12 inh = ALOX12 (human) lipoxygenase inhibition | P18054 | purified 12hLO, xylenol orange hydroperoxide absorbance | Potency, µM (doses to about 108 µM), for the others: top-dose activity change, negative = inhibition, most hits filed as inhibitors | 580,000 compounds, 1.1% hits | AID 1671190; note: % is set by controls: 0 for no effect and ±100 for the full control effect
#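 Purified human 12hLO (150 nM final) in 25 mM Hepes, 0.01% Triton X-100, pH 7.0 was preincubated 15 min at room temperature with compound. Then 40 uM arachidonic acid was added, 30 min. Hydroperoxide was read by Fe-XO absorbance ratio 573/405 nm.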
# ERG-DNA inh = blocks human ERG Ets domain binding to DNA | P11308 | fluorescence polarization, His-ERG Ets domain / labelled DNA | Potency, µM (highest dose often 76.9 µM), for the others: top-dose FP activity, negative = inhibition, actives largely listed as inhibitors | 370,000 compounds, 0.028% hits; active = well fitted inhibition curve with a large enough effect in the polarisation, with a control signal flat; inconclusive = small, poorly fitted or top-dose-only effect, or effect the other way, or a change in a side signal; inactive = no such curve, though single readings can be large or run the other way; the % refers to the polarisation;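 note: polarization taken with two DNA probes labelled with fluorescein and Texas red; % of control where 0% means no effect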
#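 His-tagged ERG Ets domain (1 uM in the protein solution; 300mM KCl, 50mM Tris-HCl, 1mM EDTA, 1mM DTT, pH 7.5) received compound, then a probe mix of 5 nM fluorescein-DNA and 100nM Texas-615-DNA. Fluorescence polarization was read for both dyes.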
# RGS4 inh = human RGS4 inhibition; P49798; Transcreener GDP fluorescence polarization, RGS4-accelerated GTP hydrolysis; Potency, µM (highest dose often 114 µM), for the others: at the highest dose activity change, negative = inhibition, usual class: inhibitors; 390,000 compounds, 0.039% hits; AID 504845; note: % is set by controls: 0 for no effect and ±100 for the full control effect; nearly all actives have a fitted effect of over 75% in size; some results filed as inactive show a strong effect at the top dose
#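 MLSMR compounds (23 nl, pin-transferred) preincubated 10 min at room temperature with a 500nM (2x) first reagent, then RGS4 at 900nM (2x) plus Transcreener GDP mix added; fluorescence polarization (620/688 nm) read before and after 90 min at 30 °C.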
# rTrxR1 inhibitor = blocks rat thioredoxin reductase 1; O89049; recombinant rTrxR1, NADPH fluorescence consumption, selenite substrate; Potency, µM (doses to about 114 µM), without a hit: at the top dose activity change, negative = inhibition, hits mostly inhibitors; 390,000 compounds, 1% hits; AID 588453; note: % is set by controls: 0 for no effect and ±100 for the full control effect; nearly all actives have a fitted effect of over 65% in size
#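 Rat TrxR1 (90 nM in the dispensed reagent) was pre-reduced with 400 uM NADPH for 5 min at room temperature, then incubated with compound for 15 min. After 400 uM selenite was added, NADPH fluorescence (Ex 340/Em 450 nm) was followed for 8 min.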
# Starred values were filed as active, the others as inactive; i = inactive; ? = inconclusive; . = not tested or not shown; & = joins results of further samples; [ ] = dose if it differs, or a comment. Unless noted, calls come from the whole dose curve; as a rule, active = well fitted curve in the direction sought with a large enough effect; inconclusive = small, poorly fitted or top-dose-only effect, or another doubt; inactive = no such curve, though single readings can be large; an effect the other way counts as inactive or inconclusive. Potency is the fitted concentration of half-maximal effect. These rows are one share of the data; count on the stated rates, not on these rows.
SMILES,Pin1 inh,HP1b chromo inh,JMJD2A Tudor,GLS inhibitor,Tb PGK inh,ALOX12 inh,ERG-DNA inh,RGS4 inh,rTrxR1 inhibitor
Oc1c(C(Nc2cccc(C(F)(F)F)c2)c2ccncc2)ccc2cccnc12 (configuration not stated),-1%,0%,32µM*,-33%,-6%,?,-5%,-31%,-41%
O=C(NCCCN1CCN(c2cccc(Cl)c2)CC1)C1CCC(=O)N1Cc1ccccc1Cl (configuration not stated),1%,3%,-33%,16%,-4%,64%,1%,-26%,11%
CC1(C)C(=O)N(c2ccccc2F)C(=O)c2ccccc21,-1%,25%,14%,4%,5%,-15%,-2%,18%,5%
Cc1cc(N(C(=O)c2ccco2)C(C(=O)NC2CCCCC2)c2ccccc2)ccc1-n1cnnn1 (configuration not stated),0%,62%[activator],-14%,-1%,.,-9%,7%,-12%,-2%
Cc1cc(C(=O)NN=Cc2ccc(OC(=O)c3ccco3)cc2)c(C)o1,-10%,14%,-19%,0%,-20%,5%,6%,?,-7%[11.4 µM]
CCOC(=O)c1c(NC(=S)NC(=O)c2ccc(Cn3cc(Cl)cn3)o2)sc2c1CCCCC2,2%,18%,-8%,-3%,i,?,-8%,-28%,1%[57.1 µM]
CCc1ccc(/C=C2/C(=O)NC(=O)N2C(C)=O)cc1,.,29%,-1%,?,-5%,-11%,9%,-18%,-14%[57.1 µM]
O=C(Nc1ccccc1N1CCCC1)c1cc(S(=O)(=O)N2CCOCC2)ccc1Cl,11%,-9%,-34%,28%,-2%,0%,-6%,-2%,-11%
COc1ccc(/C=N/N2CCOCC2)cc1O,-6%,34%,0%,-6%,-3%,7%,4%,-1%,-13%
Cc1cccc(N2CCN(C(=O)CCNS(=O)(=O)c3ccc4c(c3)CCN4C(=O)C3CC3)CC2C)c1 (configuration not stated),4%,18%[57 µM],-27%,3%,1%,-15%,-6%,-11%,13%[57.1 µM]

# One compound at a time (already shown).
# Cc1cc(C(=O)NN=Cc2ccc(OC(=O)c3ccco3)cc2)c(C)o1 is listed as Pin1 inh: -10%; HP1b chromo inh: 14%; JMJD2A Tudor: -19%; GLS inhibitor: 0%; Tb PGK inh: -20%; ALOX12 inh: 5%; ERG-DNA inh: 6%; RGS4 inh: ?; rTrxR1 inhibitor: -7%[11.4 µM]
# Oc1c(C(Nc2cccc(C(F)(F)F)c2)c2ccncc2)ccc2cccnc12 (configuration not stated) is listed as Pin1 inh: -1%; HP1b chromo inh: 0%; JMJD2A Tudor: 32µM*; GLS inhibitor: -33%; Tb PGK inh: -6%; ALOX12 inh: ?; ERG-DNA inh: -5%; RGS4 inh: -31%; rTrxR1 inhibitor: -41%

# Continued:
SMILES,Pin1 inh,HP1b chromo inh,JMJD2A Tudor,GLS inhibitor,Tb PGK inh,ALOX12 inh,ERG-DNA inh,RGS4 inh,rTrxR1 inhibitor
Cc1ccc(-c2cc(C(=O)Nc3cc(C)ccc3C)[nH]n2)c(O)c1,0%,16%,-14%,24%,15%,8%,-3%,1%,11%[57.1 µM]
Cc1ccc(NC(=O)COc2ccc(-n3ccnc3)cc2)cc1Cl,3%,-3%,-18%,6%,-2%,-19%,-3%,-30%,-5%
C=CCNC(=O)c1cc2c(C(F)(F)F)nn(C)c2s1,7%,10%,-8%,0%,-14%,0%,-3%,3%,4%[57.1 µM]
CCOC(=O)c1cnn(-c2ccccc2)c1NC(=O)c1ccccc1C,-4%,18%,1%,-18%,-2%,1%,.,-12%,21%
O=C(O)CCCCCNc1ncnc2ccc(Br)cc12,3%,5%,-11%,2%,-1%,2%,3%,7%,-5%
CC(C)[C@H](NC(=O)NC1CCCC1)C(=O)O,-7%,13%,-10%,1%,-1%,-28%,4%,11%,11%
CC(=O)NC(Cc1ccc(F)cc1)C(=O)N1CCN(C(=O)NCc2ccccc2)CC1 (configuration not stated),-10%,29%,1%,0%,-1%,-14%,-16%,4%,-2%[57.1 µM]
O=C(c1cncc(Br)c1)N1CCN(S(=O)(=O)c2ccc(Cl)cc2)CC1,2%,20%,-5%,-18%,11%,-15%,-5%,-10%,13%
CCn1c(COc2ccc(C)cc2)nnc1SCC(=O)Nc1cc(OC)ccc1OC,0%,-10%,-16%,-2%,-5%,0%,0%,13%,5%
S=C(NCc1cccnc1)NCc1cccnc1,-4%,33%,2%,-9%,6%,4%,4%,-16%,3%[57.1 µM]
C/C(=N\NC(N)=O)c1ccccc1Cl,-4%,24%,-8%,0%,-2%,0%,-2%,6%,26%
CSc1nc2c(c(=O)[nH]c(=O)n2C)n1Cc1ccccc1,-3%,28%,-7%,1%,2%,-2%&36%,-2%,-7%,19%
CCOC(=O)CSc1nc2cc3c(cc2c(=O)n1CCCC(=O)NCc1ccc2c(c1)OCO2)OCO3,6%,28%,-3%,8%,-1%,-30%,-5%,-20%,18%[57.1 µM]
COc1ccc(C2(C)ON(c3ccccc3C(F)(F)F)C2=O)cc1 (configuration not stated),-2%,89%[activator],42%[activator],2%,-2%,4%,1%,12%,15%
COCCCNc1oc(-c2ccc(COc3ccccc3C)o2)nc1C#N,0%,-22%,?,1%,-1%,-27%,-4%,5%,5%
COc1ccccc1CNS(=O)(=O)c1ccc(N2CCCCS2(=O)=O)cc1,-9%,4%,-11%,-12%,-6%,?,1%,12%,5%[57.1 µM]
CC1(C)CC(=O)C=C(Nc2ccc3c(c2)CCC3)C1,-2%,29%,-6%,18%,i,.,3%,-5%,8%
CC(=O)NC1CCCc2c1cnn2-c1ccc(C(C)(C)C)cc1 (configuration not stated),-3%,8%,-15%,-2%,-6%,17%,0%,-13%,19%[57.1 µM]
Cc1ccc(NC(=O)CSc2nc3c([nH]c4ccccc43)c(=O)n2-c2ccccc2)c(C)c1,-1%,28%[57 µM],-9%,-15%,-5%,-15%,-1%,-11%,1%[57.1 µM]
O=C(COCc1cc(-c2ccc3c(c2)OCO3)on1)N1CCN(c2cccc(C(F)(F)F)c2)CC1,24%&26%,41%&17%[activator],-28%&-23%,0%&8%,13%,-1%&-35%&5%,-3%&1%,28%[56.9 µM],-12%&-3%
Oc1ccc(Br)cc1C=Nc1cccn2cc(-c3ccccc3)nc12,-2%,-18%,-36%,1%,-16%,-4%,10%,15%,26%
O=C(CSc1nc(O)c(Cc2ccccc2)c(=O)[nH]1)Nc1ccccc1,-4%,31%,-12%,20%,-2%,10%,-12%,-3%,6%
COc1ccc(-n2c(SCC(=O)Nc3cc(C)on3)nc3ccc(O)cc3c2=O)cc1OC,?,40%[activator],-9%,-18%,3%,?,4%,21%,4%
CCOc1ccc(NC(=O)CSc2nc(C)c3c(c2C#N)CCCC3)cc1,-7%,9%,-15%,3%,-5%,-22%,-6%,16%,6%
COc1ccc(S(=O)(=O)N(CC(=O)N2CCN(C)CC2)C2CCCCC2)cc1OC,0%,30%,4%,8%,-3%,-28%,-8%,-10%,-9%
CCOC(=O)CN1C(=O)CSc2ccc(S(=O)(=O)N3CCCC3)cc21,-6%,19%,-5%,4%,-7%,-8%,-7%,-8%,-3%
CC(=O)Nc1ccc(S(=O)(=O)Nc2cccc(-n3c(C)nc4ccccc4c3=O)c2)cc1,1%,11%,-17%,5%,-4%,-18%,-5%,-2%,2%
Cc1c(C(=O)O)sc2nc(CSc3nnc(-c4ccc(F)cc4)n3C)[nH]c(=O)c12,3%,3%,?,21%,-3%,-10%,-2%,3%,8%[57.1 µM]
CNC(=O)c1[nH]cnc1C(=O)Nc1ccccc1C,-4%,32%,?,-7%,-1%,0%,5%,4%,-11%
Cc1ccccc1C(=O)Oc1ccc(Br)cc1C(=S)N1CCCC1,22%,16%,-8%,4%,-9%,0%,-1%,-24%,-11%
N#Cc1ccc(OCC(=O)N/N=C2\CCc3ccccc32)cc1,-1%,23%,-14%,17%,1%,-16%,-6%,-3%,-13%[57.1 µM]
CCOC(=O)c1ccc(NC(=S)N(CCN(C)C)Cc2cccs2)cc1,-4%,26%,-6%,24%,-15%,-2%,2%,-1%,19%[57.1 µM]
COc1ccc(/C=N/Nc2ncnc3scc(-c4ccccc4)c23)cc1OC,2%,2%,?,0%,i,7%,3%,-12%,-22%[57.1 µM]
CS(=O)(=O)N(CC(=O)Nc1ccccc1C(=O)N1CCCC1)c1ccc2c(c1)OCO2,8%,45%[activator],-2%,-3%,-8%,-3%,-4%,-1%,13%
CCc1ccc(NC(=O)C(=O)N/N=C(\C)CC(=O)NCCOC)cc1,-6%,44%[activator],2%,-5%,-3%,-1%,0%,10%,1%
COc1ccc(C(=O)C2=NN(C(C)=O)CC2c2ccco2)cc1 (configuration not stated),2%,5%,-16%,-15%,-10%,12%,-4%,-18%,-6%[57.1 µM]
COc1nc2ccc(C)cc2cc1-c1noc(-c2ccccc2)n1,19%,29%,-3%,-5%,-3%,9%&2%,-6%,-3%,3%[57.1 µM]
Cn1c(CCN2CCCCCC2)nc2cc(NC(=O)Nc3ccccc3)ccc21,-2%,5%,?,17%,-12%,12%,13%,-46%,-1%[57.1 µM]
CC(NS(=O)(=O)OCC(Cl)(Cl)Cl)c1ccc(C(C)(C)C)cc1 (configuration not stated),?,111%[activator],34%,2%,-3%,-1%,19%,24%,26%[57.1 µM]
COc1ccc(-c2noc(CN(C(=O)c3ccc4c(c3)OCO4)C(C)C)n2)cc1,6%,18%,-10%,3%,13%,?,-1%,16%,8%
CC1CC(=O)C2=C(C1)Nc1nc3ccccc3n1C2c1cccnc1 (configuration not stated),2%,24%,-14%,-17%,-1%,44%[activator],9%,18%,-76%
